From PubChem BioAssay
TDP1 cell noCPT: qHTS for Inhibitors of human tyrosyl-DNA phosphodiesterase 1 (TDP1): qHTS in cells in absence of CPT | DT40 Tdp1-/- hTDP1 cells, no CPT, ATP luminescence, 48 h | Potency, µM (doses to about 46.2 µM), for inactives: top-dose activity change, negative = growth inhibition, hits mostly inhibitors | actives 15% (n = 420,000) | AID 686978, 2013; note: nearly all actives have a fitted effect of over 55% in size
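No-CPT arm: Tdp1-/-;hTDP1 DT40 cells (400/well) plus compounds, incubated ≥48 hr at 37 °C. Readout CellTiter-Glo luminescence.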
TDP1 cell CPT: growth inhibition of DT40 Tdp1-/-;hTDP1 cells with camptothecin (screen for TDP1 inhibitors); AID 686979; actives 12% (n = 420,000); chicken DT40 Tdp1-/-;hTDP1 cells + 20 nM CPT, ATP luminescence, 48 h; Potency, µM (doses to about 46.2 µM), inactives show at the highest dose activity change, negative = growth inhibition, actives largely listed as inhibitors; note: nearly all actives have a fitted effect of over 55% in size
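Chicken DT40 Tdp1-/- cells stably complemented with human TDP1 were seeded at 400 cells/well in medium containing 20 nM camptothecin, exposed to pin-transferred compounds, and grown at 37 °C for at least 48 hr. Viability was read as ATP luminescence.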
GCN5L2 inh: GCN5L2 (KAT2A) acetyltransferase inhibition. GCN5L2 HAT assay, ThioGlo1 CoA-SH fluorescence. Potency, µM (titrated, usually from 58.9 µM), inactives show top-dose activity change, negative = inhibition, hits mostly inhibitors. actives 0.21% (n = 390,000). Q92830
Target sequence (Q92830 whole entry, looked up): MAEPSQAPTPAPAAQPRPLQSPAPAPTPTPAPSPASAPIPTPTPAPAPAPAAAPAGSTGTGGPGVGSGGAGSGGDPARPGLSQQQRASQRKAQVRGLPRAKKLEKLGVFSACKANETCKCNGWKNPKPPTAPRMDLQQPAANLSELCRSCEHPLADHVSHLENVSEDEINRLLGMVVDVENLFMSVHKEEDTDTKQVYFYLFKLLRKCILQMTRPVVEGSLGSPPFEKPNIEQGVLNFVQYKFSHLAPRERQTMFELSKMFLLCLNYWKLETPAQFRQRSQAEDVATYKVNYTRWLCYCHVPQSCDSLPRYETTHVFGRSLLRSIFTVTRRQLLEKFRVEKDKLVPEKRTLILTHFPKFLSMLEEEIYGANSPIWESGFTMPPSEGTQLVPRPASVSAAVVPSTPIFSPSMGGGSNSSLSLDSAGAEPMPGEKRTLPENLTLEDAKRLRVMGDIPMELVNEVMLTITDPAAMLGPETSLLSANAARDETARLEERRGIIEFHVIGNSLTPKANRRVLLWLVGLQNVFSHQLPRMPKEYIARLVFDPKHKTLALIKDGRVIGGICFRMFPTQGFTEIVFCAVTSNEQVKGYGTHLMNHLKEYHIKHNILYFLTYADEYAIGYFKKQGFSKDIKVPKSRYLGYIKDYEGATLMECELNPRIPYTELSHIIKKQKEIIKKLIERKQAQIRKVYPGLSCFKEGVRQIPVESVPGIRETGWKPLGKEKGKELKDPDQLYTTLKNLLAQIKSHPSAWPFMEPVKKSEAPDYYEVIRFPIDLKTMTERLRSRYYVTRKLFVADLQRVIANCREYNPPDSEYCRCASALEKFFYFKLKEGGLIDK
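Fluorescence readout, Ex340nm/Em540nm: ThioGlo1 (50uM final) reacts with free CoA thiol released as 20nM GCN5L2 acetylates H3(1-25) peptide (75uM) using acetyl-CoA (70uM). Compound and enzyme sat 15 min beforehand; 20 min room-temperature reaction.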
* hit, by the source's call; ? = inconclusive; · = no result given; [ ] = dose if it differs, or a comment. Calls come from the whole dose curve; as a rule, active = well fitted curve in the direction sought with a large enough effect; inconclusive = small, poorly fitted or top-dose-only effect, or another doubt; inactive = no such curve, though single readings can be large; an effect the other way counts as inactive or inconclusive. % is set by controls: 0 for no effect and ±100 for the full control effect; potency is the fitted concentration of half-maximal effect.

SMILES	TDP1 cell noCPT	TDP1 cell CPT	GCN5L2 inh
CCn1c(O)c(N=NC(=S)NCC2CCCO2)c2ccccc21 (centres undefined)	9.2µM*	13µM*	-2%
N#Cc1c(-c2ccccc2)cc(C2CC2)nc1SCC(=O)O	?	-23%	14%
C[C@H](CO)N1C[C@H](C)[C@@H](CN(C)S(=O)(=O)c2cccs2)Oc2c(NC(=O)c3ccncc3)cccc2C1=O	-9%	6%	1%
CCOc1ccccc1CNC(=O)C1Cc2cc(S(=O)(=O)N3CCCCC3)ccc2N1C(C)=O (centres undefined)	?	?	?
CCOc1cc(C2C(C(=O)OCC(C)C)=C(C)N=C3SCCC(=O)N32)ccc1OC(C)=O (centres undefined)	-17%	-5%	-11%
COc1ccc(N(CC(=O)NC2CCCCCC2)S(=O)(=O)c2ccc(C)cc2)cc1OC	-13%	-1%	-3%
COC(=O)c1ccccc1NC(=O)c1nn(C)c2c1COc1ccccc1-2	-2%	-5%	-2%
CCN(CC(=O)NC1CC1)S(=O)(=O)c1ccc(OC)cc1	12%	2%	1%
CCC(C)c1ccc(N(CC(=O)NC(C)(C)C)C(=O)CNC(=O)c2cccs2)cc1 (centres undefined)	18µM*	?	-16%
Cc1ccc(-n2nc(CO)c(C(=O)NCc3cccs3)n2)cc1C	-15%	-25%	-11%
CC(C)(CNS(C)(=O)=O)SCc1ccc(Cl)cc1	-13%	2%	-18%
Cc1ccccc1Nc1nnc(SCC(=O)c2ccc(O)cc2O)s1	2%	-28%	-7%
O=C1/C(=C\c2ccc(Br)cc2)SC(=S)N1NS(=O)(=O)c1ccccc1	-2%	-2%	-18%
COC(=O)c1ccc(NC(=O)CSCc2ccccc2)cc1	-27%	-11%	-8%
Cc1cc(C)c(C(N)=O)c(NCCc2ccccc2)n1	?	?	3%
CCc1c(-c2ccccc2)nc2ccccc2c1C(=O)NCCc1ccccc1	23µM*	?	1%
COc1ccc(CNC(=O)COc2cccnc2[N+](=O)[O-])cc1OC	1%	1%	-1%
CCCC(C(=O)NC1CCCC1)N(CC1CCCO1)C(=O)CNS(=O)(=O)c1ccccc1 (centres undefined)	-27%	-9%	2%
CCOC(=O)c1ccccc1Cc1nc2ccccc2c(=O)[nH]1	?	-6%	0%
CCn1c(NC(=O)c2ccc(C)cc2)c2ccccc2nc1=O	-20%	-6%	-28%
Cc1ccc([C@H]2C[C@@H](O)[C@H](n3cc(C4CC4)nn3)CN2Cc2cccs2)cc1	?	?	·
Cc1ccc2nc(N3CCN(c4ccccc4F)CC3)c3nnnn3c2c1	-1%	2%	0%
COc1ccc(NC(=O)CC2C(=O)N(c3ccc(OC)cc3)C(=O)N2CCC2=CCCCC2)cc1 (centres undefined)	?	?	-5%
CSc1ccc(C(=O)N2CCc3c(cnc(C)c3CNC(=O)c3cncs3)C2)cc1	?	0%[9.04 µM]	·
Cc1ccc(C2CC(=O)N(c3ccc(F)cc3)C3=C2C(=O)CCC3)cc1 (centres undefined)	-24%	-18%	-11%

Sorted by formula weight (rising): 17 of the compounds above.
SMILES	TDP1 cell noCPT	TDP1 cell CPT	GCN5L2 inh
Cc1cc(C)c(C(N)=O)c(NCCc2ccccc2)n1	?	?	3%
CCn1c(NC(=O)c2ccc(C)cc2)c2ccccc2nc1=O	-20%	-6%	-28%
CC(C)(CNS(C)(=O)=O)SCc1ccc(Cl)cc1	-13%	2%	-18%
N#Cc1c(-c2ccccc2)cc(C2CC2)nc1SCC(=O)O	?	-23%	14%
CCN(CC(=O)NC1CC1)S(=O)(=O)c1ccc(OC)cc1	12%	2%	1%
COC(=O)c1ccc(NC(=O)CSCc2ccccc2)cc1	-27%	-11%	-8%
CCn1c(O)c(N=NC(=S)NCC2CCCO2)c2ccccc21 (centres undefined)	9.2µM*	13µM*	-2%
Cc1ccc(-n2nc(CO)c(C(=O)NCc3cccs3)n2)cc1C	-15%	-25%	-11%
COc1ccc(CNC(=O)COc2cccnc2[N+](=O)[O-])cc1OC	1%	1%	-1%
Cc1ccc2nc(N3CCN(c4ccccc4F)CC3)c3nnnn3c2c1	-1%	2%	0%
Cc1ccccc1Nc1nnc(SCC(=O)c2ccc(O)cc2O)s1	2%	-28%	-7%
CCc1c(-c2ccccc2)nc2ccccc2c1C(=O)NCCc1ccccc1	23µM*	?	1%
CCC(C)c1ccc(N(CC(=O)NC(C)(C)C)C(=O)CNC(=O)c2cccs2)cc1 (centres undefined)	18µM*	?	-16%
CSc1ccc(C(=O)N2CCc3c(cnc(C)c3CNC(=O)c3cncs3)C2)cc1	?	0%[9.04 µM]	·
COc1ccc(N(CC(=O)NC2CCCCCC2)S(=O)(=O)c2ccc(C)cc2)cc1OC	-13%	-1%	-3%
CCOc1ccccc1CNC(=O)C1Cc2cc(S(=O)(=O)N3CCCCC3)ccc2N1C(C)=O (centres undefined)	?	?	?
C[C@H](CO)N1C[C@H](C)[C@@H](CN(C)S(=O)(=O)c2cccs2)Oc2c(NC(=O)c3ccncc3)cccc2C1=O	-9%	6%	1%

The results go on.
SMILES	TDP1 cell noCPT	TDP1 cell CPT	GCN5L2 inh
CSc1ncccc1C(=O)NCC1Cc2cc(F)cc(-c3cncnc3)c2O1 (centres undefined)	-8%	7%	·
COc1ccc(NC(=O)CS(=O)(=O)c2ccc(C)cc2)c(OC)c1	-6%	-13%	1%
CCOc1ccc(NC(=O)CN(C)C(=O)C2CCN(C(=O)Nc3ccccc3)CC2)cc1OCC	2%	-16%	·
COC(=O)Nc1nnc(CCc2ccccc2)s1	-6%	-15%	-28%
O=C(CSc1nnc(COc2cccc3ccccc23)o1)N1c2ccccc2CCc2ccccc21	?	?	·
O=C(NCc1cccs1)C1CCC(=O)N(Cc2cccc(C(F)(F)F)c2)C1 (centres undefined)	?	-25%	2%
CCCS(=O)(=O)N1CCN(Cc2ccccc2[N+](=O)[O-])CC1	-6%	-13%	-5%
Cc1ccc(-n2c(SCC(=O)NCc3ccco3)nc3c(sc4ccccc43)c2=O)cc1	?	?	-3%
CCn1c(SCc2nc(-c3ccc(Cl)cc3)no2)nnc1-c1ccco1	21µM*	?	-22%
CCCNC(=O)CCc1c(C)nc2c(c(C)nn2-c2ccc(C)cc2)c1C	?	?	0%
COc1ccc(S(=O)(=O)N(CC(=O)N2CCOCC2)Cc2ccccc2)cc1C	-26%	-14%	-4%
CCCC(CCC)C(N)=O	4%	-1%	·
COc1ccc(NC(=O)[C@@H](c2ccccc2)N2Cc3ccccc3C2=O)cc1OC	-25%	-19%	-9%
COC(=O)c1ccc(-c2noc(CN(Cc3ccncc3)CC3CCCO3)n2)cc1 (centres undefined)	-21%	3%	2%
O=C(COC(=O)c1ccc(S(=O)(=O)C(F)F)cc1)Nc1cccnc1Cl	-12%	9%	2%
CCC(C)c1ccc(NC(=O)N2CCOCC2)cc1 (centres undefined)	6%	16%	-10%
CC(=O)N1CCC2(CC1)OC(=O)C(C)=C2C(=O)NCc1ccccc1Cl	-10%	-1%	-3%
O=C(NCC(c1cccs1)S(=O)(=O)c1ccccc1)c1ccc(C(F)(F)F)cc1 (centres undefined)	?	?	-1%
COc1ccc(C(=O)OCC(=O)Nc2c(C)n(C)n(-c3ccccc3)c2=O)cc1OC	11%	-4%	1%
COc1ccc(C2CC(c3cccc(Cl)c3)n3nc(N)nc3N2)cc1 (centres undefined)	-28%	?	-1%
COc1ccc(-c2oc3cc(OC)c(OC(C)=O)c(OC)c3c(=O)c2OC)cc1OC(C)=O	?	?	·
COc1ccc(-n2c(=S)[nH]c3cc(C(=O)NCCCN4CCOCC4)ccc3c2=O)c(OC)c1	-25%	-26%	-16%
COC(=O)c1cc2sc(C)cc2n1CC(=O)Nc1ccc(C)cc1Cl	?	?	0%
CN(C(=O)CSc1nnc(-c2cccs2)n1C1CC1)C1CCS(=O)(=O)C1 (centres undefined)	5%	4%	0%
COc1ccc(CNCC(O)(c2ccccc2)c2ccc(Cl)cc2)cc1 (centres undefined)	21µM*	?	-2%

Some of the entries so far, with values under each structure.
Values in the order – TDP1 cell noCPT | TDP1 cell CPT | GCN5L2 inh
- COc1ccc(S(=O)(=O)N(CC(=O)N2CCOCC2)Cc2ccccc2)cc1C
    -26% | -14% | -4%
- CCCC(CCC)C(N)=O
    4% | -1% | ·

(next part)
SMILES	TDP1 cell noCPT	TDP1 cell CPT	GCN5L2 inh
O=C(N/N=C/C(Br)=C\c1ccccc1)c1cccs1	13µM*	15µM*	-4%
Cc1ccc(C)c(Cn2c(=O)n(-c3ccc(F)cc3)c(=O)c3sc4ccccc4c32)c1	-12%	?	5%
O=C(O)c1ccc(CSc2nnnn2-c2ccc(F)cc2)cc1	10%	-3%	-2%
COc1cccc(NC(=O)CN(C)C(=O)/C=C/c2cn(-c3ccccc3)nc2-c2ccc(C)cc2)c1	?	?	-13%
N=c1c(S(=O)(=O)c2ccc(Br)cc2)cc2c(=O)n3ccccc3nc2n1C1CCCCC1	?	?	-2%
Cc1cccn2cc(CCNS(=O)(=O)c3cccc([N+](=O)[O-])c3)nc12	-1%	-2%	-4%
COc1ccc(C2=NN(C(C)=O)C(c3cccs3)C2)cc1OC (centres undefined)	-4%	15%	-18%
CCn1c(SCC(=O)O)nnc1-c1ccccc1	-2%	-9%	-1%
Cc1ccccc1-n1c(C)nnc1SCC(=O)NNC(=O)c1ccccc1	-8%	-9%	24%
COC(/C=C/Nc1ccc(Br)cc1)=C(C#N)C#N	-6%	-1%	22%
CC(=O)N(Cc1cc(=O)[nH]c2ccccc12)c1ccc(C)cc1	3%	-19%	-5%
COc1ccc(N2C(=O)CC(N(CCc3ccccc3)C(=O)/C=C/C(=O)O)C2=O)cc1 (centres undefined)	6%	14%	?
O=C(O)c1ccccc1C(=O)NCc1ccccc1	-23%	2%	1%

An excerpt, so the mix of outcomes need not match the whole.
